Compound activity (PubChem BioAssay)
BoNT F protease – inhibitors of Botulinum neurotoxin F light chain protease | Multiplex microsphere protease cleavage assay, flow cytometry | inhibition, % at 10 µM | AID 588497 | 360,000 tested, 0.22% active; in the data active = inhibition above about 35%, passing the limit was not always enough; inconclusive = no clear call, values can overlap the other calls; also: plate controls were buffer without enzyme for full effect and enzyme alone for no effect
Mtb UGM inh – Mtb UDP-galactopyranose mutase inhibition. inhibition, % at 10 µM. P9WIQ1. 320,000 tested, 0.06% active. AID 504406. purified UGM, fluorescence polarization probe displacement; in the data active = inhibition above about 10%, passing the limit was not always enough; inconclusive = no clear call, values can overlap the other calls
CCHFV vOTU inh – CCHFV vOTU protease inhibition | 370,000 tested, 0.55% active | AID 651958 | inhibition, % at 11.5 µM | Pep-AMC fluorescence; also: 0% = vehicle wells with enzyme and 100% = no enzyme wells
Mtb FBA inh – inhibitors of M. tuberculosis fructose-bisphosphate aldolase; inhibition, % at 1 µM; 360,000 tested, 2.3% active; purified M. tuberculosis FBA, fluorescence read-out; P9WQA3; AID 588726; in the data active = inhibition above about 27%;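 also: 0% = vehicle and 100% = reference inhibitor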
Target sequence (P9WQA3 whole entry, looked up): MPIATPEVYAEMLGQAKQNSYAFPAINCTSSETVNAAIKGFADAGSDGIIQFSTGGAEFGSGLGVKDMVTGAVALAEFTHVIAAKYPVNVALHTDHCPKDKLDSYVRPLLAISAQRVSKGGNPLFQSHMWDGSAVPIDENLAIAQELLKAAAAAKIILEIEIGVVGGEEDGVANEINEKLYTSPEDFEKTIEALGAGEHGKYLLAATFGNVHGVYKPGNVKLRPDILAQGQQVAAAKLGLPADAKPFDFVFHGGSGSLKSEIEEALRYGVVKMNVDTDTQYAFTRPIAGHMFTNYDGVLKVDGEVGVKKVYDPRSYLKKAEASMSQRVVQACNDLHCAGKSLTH
GDH-TPI inh – counter-screen for M. tuberculosis FBA inhibitors: GDH-TPI coupled enzymes; GDH-TPI coupled enzyme counterscreen, NADH absorbance; AID 588335; 360,000 tested, 1.2% active; inhibition, % at 4.8 µM;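 also: 0% = DMSO wells and 100% = wells lacking the enzyme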
Rv3671c inh – inhibits the M. tuberculosis serine protease Rv3671c; inhibition, % at 5.96 µM; 320,000 tested, 0.048% active; in the data active = inhibition above about 38%;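 also: extracellular domain of Rv3671c used as enzyme; 0% = enzyme with DMSO and 100% = no enzyme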
Target sequence (P9WHR9 whole entry, looked up, the tested form may be a part): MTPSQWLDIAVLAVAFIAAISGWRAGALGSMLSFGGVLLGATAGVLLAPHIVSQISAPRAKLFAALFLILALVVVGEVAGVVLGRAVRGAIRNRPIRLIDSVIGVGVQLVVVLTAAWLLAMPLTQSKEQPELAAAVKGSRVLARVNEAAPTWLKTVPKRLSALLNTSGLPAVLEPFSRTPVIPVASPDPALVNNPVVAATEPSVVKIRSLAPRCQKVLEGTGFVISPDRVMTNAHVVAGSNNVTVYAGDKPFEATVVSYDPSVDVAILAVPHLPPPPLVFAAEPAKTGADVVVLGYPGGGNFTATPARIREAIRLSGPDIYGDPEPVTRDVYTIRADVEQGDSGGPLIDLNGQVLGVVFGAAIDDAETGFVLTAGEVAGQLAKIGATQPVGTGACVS
MazEF act – MazEF (E. coli) toxin RNase activation. P0AE70. FAM/BHQ RNA-DNA oligo cleavage fluorescence, 5 h. activation, % at 20 µM. 350,000 tested, 0.32% active; in the data active = activation above about 50%
Target sequence (P0AE70 whole entry, looked up): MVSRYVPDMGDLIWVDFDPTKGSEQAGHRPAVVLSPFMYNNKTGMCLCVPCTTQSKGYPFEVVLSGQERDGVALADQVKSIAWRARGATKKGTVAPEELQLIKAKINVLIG
BioA inh – BioA (M. tuberculosis) enzyme inhibition | purified M. tuberculosis BioA enzyme, plate reader | AID 602481 | 360,000 tested, 0.096% active | inhibition, % at 9.99 µM; in the data active = inhibition above about 40%; inconclusive = no clear call, values can overlap the other calls
FadD28 FP inh – M. tuberculosis FadD28 bisubstrate binding inhibition | AID 588549 | inhibition, % at 12.5 µM | 360,000 tested, 0.22% active | FadD28 bisubstrate probe binding, fluorescence polarization; in the data active = inhibition above about 8.5%, passing the limit was not always enough; inconclusive = no clear call, values can overlap the other calls
VHR inh abs – blocks human VHR1 dual specificity phosphatase | inhibition, % at 13.3 µM | recombinant VHR phosphatase, pNPP absorbance | 290,000 tested, 0.52% active | P51452; in the data active = inhibition above about 50%; also: some compounds called inactive have numbers as strong as hits
Target sequence (P51452 whole entry, looked up): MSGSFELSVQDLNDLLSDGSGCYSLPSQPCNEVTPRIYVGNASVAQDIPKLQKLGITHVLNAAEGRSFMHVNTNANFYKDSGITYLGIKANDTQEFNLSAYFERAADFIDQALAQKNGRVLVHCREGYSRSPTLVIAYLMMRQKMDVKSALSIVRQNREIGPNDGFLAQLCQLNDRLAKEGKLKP
Starred values were filed as active, the others as inactive. Rule as the data show it, unless noted: active = inhibition above about 30%; inactive = the rest. The order is random. About 4.9% of those tested had a hit in this group.

Screening Cc1ccc(CN2[C@@H](CC3CCCCC3)COCCS2(=O)=O)cc1 returned BoNT F protease -3, Mtb UGM inh 0.0, CCHFV vOTU inh -2, Mtb FBA inh -2, GDH-TPI inh 0, Rv3671c inh 5, MazEF act 3, BioA inh -2.4, FadD28 FP inh -4.9 and VHR inh abs 5.
For CCOC(=O)c1[nH]c(C)c(C(=O)Nc2ccc3c(c2)CCC3)c1C the results were BoNT F protease 4, Mtb UGM inh 1.0, CCHFV vOTU inh -5, Mtb FBA inh -2, GDH-TPI inh 7, Rv3671c inh -3, MazEF act 3, BioA inh -0.8, FadD28 FP inh -0.8 and VHR inh abs 17.
For O=C(O)c1cnn(-c2ccccc2)c1C(F)(F)F the results were BoNT F protease 0, Mtb UGM inh -0.7, CCHFV vOTU inh 1, Mtb FBA inh 0, GDH-TPI inh -2, Rv3671c inh -7, MazEF act -12, BioA inh -2.5, FadD28 FP inh 0.0 and VHR inh abs 18.
`CCCCCN(C(=O)CCC(=O)OCC(=O)Nc1cccc(CC)c1)c1c(N)n(CCCC)c(=O)[nH]c1=O` gave BoNT F protease -6, Mtb UGM inh 0.8, CCHFV vOTU inh 18, Mtb FBA inh 2, GDH-TPI inh 6, Rv3671c inh 8, MazEF act -13 and FadD28 FP inh -1.1.
Cc1ccc(S(=O)(=O)N2CCN(CC(=O)NC(=O)NCc3ccccc3)CC2)cc1C was read as BoNT F protease -12, Mtb UGM inh 0.6, CCHFV vOTU inh -3, Mtb FBA inh 2, GDH-TPI inh 0, Rv3671c inh 2, MazEF act 95*, BioA inh -1.9, FadD28 FP inh -1.7 and VHR inh abs 10.
`COc1ccc(S(=O)(=O)N(CC(=O)NN=C2CCN(C)CC2)c2cc(Cl)ccc2OC)cc1OC` gave BoNT F protease 8, Mtb UGM inh -3.2, CCHFV vOTU inh 6, Mtb FBA inh -3, GDH-TPI inh -3, Rv3671c inh -9, MazEF act 10, BioA inh -1.1, FadD28 FP inh -0.9 and VHR inh abs 32.
For O=C(COc1ccc(Cl)cc1)NCc1nnc(SCC(=O)Nc2ccccc2)o1 the results were BoNT F protease -8, Mtb UGM inh -1.1, CCHFV vOTU inh -3, Mtb FBA inh -2, GDH-TPI inh -4, Rv3671c inh 0, MazEF act 8, BioA inh -1.6, FadD28 FP inh -3.4 and VHR inh abs -14.
O=C(C1CCCCC1)N1CCN(c2ncccn2)CC1 was read as BoNT F protease -2, Mtb UGM inh -1.5, CCHFV vOTU inh -8, Mtb FBA inh 2, GDH-TPI inh 3, Rv3671c inh -6, MazEF act -8, FadD28 FP inh -3.9 and VHR inh abs 18.
Screening O=C(CN1CCN(c2ccc(F)cc2)CC1)Nc1ccccc1[N+](=O)[O-] returned BoNT F protease -4, Mtb UGM inh -1.2, CCHFV vOTU inh -10, Mtb FBA inh 2, GDH-TPI inh -3, Rv3671c inh 4, MazEF act 3, FadD28 FP inh -1.1 and VHR inh abs 12.
`O=C(Nc1cccc(Cl)c1N1CCCC1)c1cccc(-c2cc3ccccc3oc2=O)c1` gave BoNT F protease -4, Mtb UGM inh 2.2, CCHFV vOTU inh -5, Mtb FBA inh 0, GDH-TPI inh 0, Rv3671c inh -4, MazEF act -12 and VHR inh abs -8.
`CN(C)c1ccc(NC(=O)Nc2nnc([C@H]3C[C@H](O)[C@@H](CO)O3)s2)cc1` gave BoNT F protease -7, CCHFV vOTU inh -5, Mtb FBA inh 4, GDH-TPI inh 9, BioA inh -1.8 and FadD28 FP inh 0.5.
CC(C)N(C(=O)Cn1cc(S(=O)(=O)CC(=O)NCc2ccc(F)cc2)c2ccccc21)C(C)C was read as BoNT F protease -3, Mtb UGM inh 0.6, CCHFV vOTU inh 17, Mtb FBA inh 3, GDH-TPI inh 8, Rv3671c inh -9, MazEF act 2, BioA inh -1.5, FadD28 FP inh -1.4 and VHR inh abs 6.

Overlap with the part before: 2 compounds, followed by the next part.
`CN(C)c1ccc(NC(=O)Nc2nnc([C@H]3C[C@H](O)[C@@H](CO)O3)s2)cc1` gave BoNT F protease -7, CCHFV vOTU inh -5, Mtb FBA inh 4, GDH-TPI inh 9, BioA inh -1.8 and FadD28 FP inh 0.5.
CC(C)N(C(=O)Cn1cc(S(=O)(=O)CC(=O)NCc2ccc(F)cc2)c2ccccc21)C(C)C was read as BoNT F protease -3, Mtb UGM inh 0.6, CCHFV vOTU inh 17, Mtb FBA inh 3, GDH-TPI inh 8, Rv3671c inh -9, MazEF act 2, BioA inh -1.5, FadD28 FP inh -1.4 and VHR inh abs 6.
Screening O=C(CCN1CCN(CC(=O)Nc2ccccc2Cl)CC1)Nc1ccccc1F returned BoNT F protease -2, Mtb UGM inh 2.0, CCHFV vOTU inh 14, Mtb FBA inh 4, GDH-TPI inh 16, Rv3671c inh 2, MazEF act -5, BioA inh 7.3, FadD28 FP inh -2.5 and VHR inh abs 26.
Screening COc1cccc(CC(=O)Nc2ccc3c(c2)c(=O)n(C)n3-c2ccc(C(C)(C)C)cc2)c1 returned BoNT F protease 2, CCHFV vOTU inh -7, Mtb FBA inh 6, GDH-TPI inh 6, BioA inh -1.3 and FadD28 FP inh -2.4.
For CCCc1nc2nc(C)c(NS(=O)(=O)c3ccc(F)cc3)c(=O)n2[nH]1 the results were BoNT F protease 20, Mtb UGM inh 1.8, CCHFV vOTU inh -10, Mtb FBA inh 6, GDH-TPI inh 4, Rv3671c inh 1, MazEF act 6, BioA inh -4.4, FadD28 FP inh 0.0 and VHR inh abs -26.
COCCn1c(C)nnc1SCC(=O)NNC(=O)c1ccc(Br)cc1 was read as BoNT F protease -3, CCHFV vOTU inh 10, Mtb FBA inh 3, GDH-TPI inh 11, MazEF act 3, BioA inh -5.9, FadD28 FP inh -0.1 and VHR inh abs 30.
Screening COc1cccc2sc(N(CCCN(C)C)C(=O)c3ccc(S(=O)(=O)N4CCc5ccccc5C4)cc3)nc12 returned BoNT F protease -5, Mtb UGM inh 2.1, CCHFV vOTU inh 2, Mtb FBA inh 3, GDH-TPI inh 3, Rv3671c inh -4, MazEF act -28, BioA inh 0.5, FadD28 FP inh -5.5 and VHR inh abs 2.
CCOC(=O)C(O)(c1ccc(NC(=O)NC2CCCCC2)cc1)C(F)(F)F (centres undefined) was read as BoNT F protease -1, Mtb UGM inh -1.2, CCHFV vOTU inh -3, Mtb FBA inh 7, GDH-TPI inh -4, Rv3671c inh -8, MazEF act -7, BioA inh -2.1, FadD28 FP inh -1.1 and VHR inh abs 12.
Screening OC(c1ccc(Cl)cc1)C(CN1CCOCC1)c1ccccc1 (centres undefined) returned BoNT F protease 0, Mtb UGM inh 0.5, CCHFV vOTU inh 0, Mtb FBA inh 0, GDH-TPI inh 7, Rv3671c inh -5, MazEF act 2, BioA inh 0.2, FadD28 FP inh 0.6 and VHR inh abs 28.
Screening O=C(COc1ccc(S(=O)(=O)N2CCOCC2)cc1)N1CCN(c2ccccc2)CC1 returned BoNT F protease 0, Mtb UGM inh 2.2, CCHFV vOTU inh 11, Mtb FBA inh -1, GDH-TPI inh -1, Rv3671c inh -10, MazEF act 5, BioA inh -0.4, FadD28 FP inh 0.3 and VHR inh abs 63.
`O=C(CN(C(=O)c1csnn1)c1ccccc1)NCCc1ccccc1` gave BoNT F protease -1, Mtb UGM inh -2.8, CCHFV vOTU inh 3, Mtb FBA inh 2, GDH-TPI inh 1, Rv3671c inh -1, MazEF act 27, BioA inh -0.5, FadD28 FP inh -1.8 and VHR inh abs 21.
Screening CN(Cc1cc2ccccc2[nH]c1=O)S(=O)(=O)c1ccccc1 returned BoNT F protease -15, Mtb UGM inh -1.3, CCHFV vOTU inh 9, Mtb FBA inh 4, GDH-TPI inh -5, Rv3671c inh 4, MazEF act 5, BioA inh -1.1, FadD28 FP inh -4.6 and VHR inh abs -4.
`O=C(c1ccc(S(=O)(=O)NCC2CCCO2)cc1)N1CCN(c2ccccc2F)CC1` (centres undefined) gave BoNT F protease 0, Mtb UGM inh -0.3, CCHFV vOTU inh -3, Mtb FBA inh 0, GDH-TPI inh -10, Rv3671c inh 1, MazEF act -1, FadD28 FP inh -5.3 and VHR inh abs 23.
For C=C1CC[C@H](O)C/C1=C/C=C1\CCC[C@]2(C)[C@@H]([C@H](C)/C=C/[C@H](C)C(C)C)CC[C@@H]12 the results were BoNT F protease 1, Mtb UGM inh 3.8, CCHFV vOTU inh -3, Mtb FBA inh 5, GDH-TPI inh 2, Rv3671c inh 1, MazEF act 4, BioA inh 1.5 and FadD28 FP inh -5.2.
For CN1C2C(Br)CCCCN2c2ccc(F)cc2S1(=O)=O (centres undefined) the results were BoNT F protease -7, Mtb UGM inh -6.1, CCHFV vOTU inh 6, Mtb FBA inh 1, GDH-TPI inh 7, Rv3671c inh 14, MazEF act 3, BioA inh -0.8, FadD28 FP inh -1.6 and VHR inh abs -7.
`O=S(CC(O)c1ccccc1)c1ccccc1` (centres undefined) gave BoNT F protease -7, CCHFV vOTU inh -1, Mtb FBA inh -2, GDH-TPI inh 0, MazEF act 1, BioA inh 1.3 and FadD28 FP inh -1.3.
`COc1cccc(-c2c(C(=O)N/N=C(\C)c3ccc(Cl)s3)nnn2-c2nonc2N)c1` gave BoNT F protease 5, Mtb UGM inh 4.9, CCHFV vOTU inh 11, Mtb FBA inh 3, GDH-TPI inh 21, Rv3671c inh -19, MazEF act -1, BioA inh -3.1, FadD28 FP inh -4.1 and VHR inh abs -4.
O=C(NNS(=O)(=O)c1ccccc1)Nc1ccc(F)cc1 was read as BoNT F protease -2, Mtb UGM inh -1.8, CCHFV vOTU inh -4, Mtb FBA inh 5, GDH-TPI inh 5, Rv3671c inh -3, MazEF act -9, BioA inh -1.3, FadD28 FP inh -0.6 and VHR inh abs 2.
Screening C/C(=N/NC(=O)CN1CCN(Cc2ccccc2Cl)CC1)c1ccco1 returned BoNT F protease 27, Mtb UGM inh 4.7, CCHFV vOTU inh -9, Mtb FBA inh 3, GDH-TPI inh 0, Rv3671c inh 11, MazEF act 9, BioA inh 2.1, FadD28 FP inh 0.4 and VHR inh abs -4.
CC(=O)Nc1ccc(NC(=O)c2sc3nc4c(c(-c5ccc(C)cc5)c3c2N)CCC4)cc1 was read as BoNT F protease -5, Mtb UGM inh -1.3, Mtb FBA inh 3, GDH-TPI inh 5, Rv3671c inh 14, MazEF act -3, BioA inh 2.0, FadD28 FP inh -0.1 and VHR inh abs 19.
`CNCCCOc1cccc(OC(C)C)c1` gave BoNT F protease -5, Mtb UGM inh 0.8, CCHFV vOTU inh 8, Mtb FBA inh 3, GDH-TPI inh 2, Rv3671c inh 3, MazEF act 13, BioA inh 8.3, FadD28 FP inh -0.6 and VHR inh abs 18.
`CCOc1c(Br)cc(/C=C2\N=C(C)OC2=O)cc1Br` gave BoNT F protease inconclusive, Mtb UGM inh 2.4, CCHFV vOTU inh 6, Mtb FBA inh 0, GDH-TPI inh 1, MazEF act 2, BioA inh 0.1, FadD28 FP inh -1.3 and VHR inh abs -15.
COCc1ccc(C(=O)NC2CC(C)(C)Cc3c2cnn3-c2ccc(C)cc2)o1 (centres undefined) was read as Mtb UGM inh -0.3, CCHFV vOTU inh -2, Mtb FBA inh 1, GDH-TPI inh 6, Rv3671c inh 2, MazEF act 6, BioA inh 5.3, FadD28 FP inh -1.5 and VHR inh abs 6.
`NS(=O)(=O)c1ccc(NC(=O)COC(=O)/C=C/c2ccc([N+](=O)[O-])cc2)cc1` gave BoNT F protease 1, Mtb UGM inh 0.5, CCHFV vOTU inh 0, Mtb FBA inh -1, GDH-TPI inh 11, Rv3671c inh 1, MazEF act -6, BioA inh 1.4, FadD28 FP inh 0.1 and VHR inh abs -3.
For CC(C)C(=O)c1cc2c(cc1NC(=O)c1ccccc1)OCCO2 the results were BoNT F protease -3, Mtb UGM inh 0.2, CCHFV vOTU inh -15, Mtb FBA inh 3, GDH-TPI inh 11, Rv3671c inh 4, MazEF act -4, BioA inh -0.5, FadD28 FP inh -2.3 and VHR inh abs 29.
